# IEC-6 cytotox: cytotoxicity in IEC-6 intestinal epithelial cells, primary screen, cytotoxicity control for KLF5 inhibitor project, cell-based, luminescence | IEC-6 cytotoxicity, luminescence viability | inhibition, % at 5 µM | hit rate 0.78% among 290,000 | AID 1825, 2009; in the data active = inhibition above about 22%;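 note: 0% = plate median of test compound wells and 100% = cytotoxic reference compound wells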
# aSyn 5UTR inh: MLPCN primary screen, SNCA 5' untranslated region; alpha-synuclein 5'UTR reporter, inhibitor activity; inhibition, % (tested at 7.5 µM); hit rate 0.82% among 300,000; AID 1813, 2009; in the data active = inhibition above about 60%;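 note: H4 neuroglioblastoma cells stably carrying SNCA 5'UTR luciferase fusion; 0% = DMSO wells and 100% = positive control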
# TRPC4 agonist: activators of mouse TRPC4 channel, primary screen, Fluo4 calcium, HEK293 TRPC4beta/mu-opioid cells; Short transient receptor potential channel 4 (Mus musculus), Q9QUQ5; Fluo4 calcium fluorescence; stronger effect = higher value; B-score at 10 µM; hit rate 0.49% among 310,000;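 active = B-score above 5 SD of library B-scores, and initial fluorescence ratio not above library mean plus 5 SD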;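 note: positive B-score marks a calcium rise read as TRPC4 activation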
#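 Material: HEK293 stable line with TRPC4beta plus mu-opioid receptor; technique: Fluo4 calcium-sensitive dye fluorescence, kinetic, 1 Hz baseline; timing: Fluo4 dye loading 45 min at room temperature, 110 s recording; controls: assay buffer as low control, maximal DAMGO as high control; read-out: integrated baseline-normalised fluorescence ratio, converted to per-well B score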
# TRPC6 activator: mouse TRPC6 channel activators, primary screen, cell-based, HEK293, membrane potential dye; HEK293-TRPC6 membrane potential dye fluorescence; stronger effect = higher value; B-score at 10 µM; hit rate 0.13% among 310,000;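 active = B-score of the integrated fluorescence ratio above library mean plus 3 SD, and starting fluorescence ratio within library mean plus 5 SD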;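 note: higher score means more depolarization so channel activation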
# Target sequence (Q61143 whole entry, looked up): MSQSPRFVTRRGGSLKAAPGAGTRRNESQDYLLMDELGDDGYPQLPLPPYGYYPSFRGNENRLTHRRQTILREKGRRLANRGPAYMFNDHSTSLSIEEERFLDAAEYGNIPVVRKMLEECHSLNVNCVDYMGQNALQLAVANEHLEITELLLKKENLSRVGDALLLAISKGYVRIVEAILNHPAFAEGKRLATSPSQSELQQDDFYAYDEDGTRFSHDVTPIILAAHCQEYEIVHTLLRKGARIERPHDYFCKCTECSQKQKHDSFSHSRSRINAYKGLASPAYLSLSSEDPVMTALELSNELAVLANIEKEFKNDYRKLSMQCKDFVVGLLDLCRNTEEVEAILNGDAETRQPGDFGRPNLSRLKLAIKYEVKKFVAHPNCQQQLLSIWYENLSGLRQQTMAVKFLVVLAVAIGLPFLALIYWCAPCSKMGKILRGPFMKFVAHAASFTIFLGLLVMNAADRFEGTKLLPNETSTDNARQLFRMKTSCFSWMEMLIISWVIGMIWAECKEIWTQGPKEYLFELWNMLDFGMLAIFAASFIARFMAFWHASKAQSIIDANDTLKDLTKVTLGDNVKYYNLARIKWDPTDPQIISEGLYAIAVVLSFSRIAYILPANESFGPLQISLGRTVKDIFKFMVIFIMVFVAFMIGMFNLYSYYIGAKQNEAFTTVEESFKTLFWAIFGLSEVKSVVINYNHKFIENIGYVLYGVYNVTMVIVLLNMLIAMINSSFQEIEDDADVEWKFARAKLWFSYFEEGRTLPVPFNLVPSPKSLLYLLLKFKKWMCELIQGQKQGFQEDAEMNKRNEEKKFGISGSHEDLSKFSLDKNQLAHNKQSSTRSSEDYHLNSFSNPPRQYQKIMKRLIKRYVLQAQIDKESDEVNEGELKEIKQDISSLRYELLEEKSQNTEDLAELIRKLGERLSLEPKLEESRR
# TRPC4 PAM: positive allosteric modulators of TRPC4, primary screen, cell-based, mouse TRPC4beta, HEK293 mu-opioid, Fluo-4 calcium | hit rate 0.42% among 310,000 | DAMGO EC20, Fluo-4 Ca2+ flux; stronger effect = higher value | AID 2227, 2009 | B-score at 10 µM;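 active = B-score of calcium response area above 5 SD of library B-scores, with initial fluorescence ratio within 5 SD of library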;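 note: B-score of integrated fluorescence ratio over time as area under calcium response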
# TRPC6 inh: mouse TRPC6 channel inhibitors, primary screen, cell-based, HEK293, membrane potential dye; hit rate 1.1% among 310,000; Short transient receptor potential channel 6 (Mus musculus), Q61143; B-score at 10 µM; ACh-evoked depolarization; stronger effect = lower value; AID 2553, 2010;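 active = B-score under library mean minus 3 SD, initial fluorescence not abnormally high, positive integrated signal ratio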;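 note: B-score derived from integrated fluorescence ratio over the kinetic read; more negative B-score means stronger inhibition of depolarization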
# MrgX1 antagonist: antagonists of human MrgX1 receptor, primary screen, HEK293 cells, Fluo-4 calcium flux; Mas-related G-protein coupled receptor member X1 (Homo sapiens), Q96LB2; BAM8-22 antagonism; stronger effect = lower value; B-score at 10 µM; hit rate 1.3% among 310,000; AID 588676, 2011;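 active = calcium-response B-score plate-corrected more than 3 library SD below zero, starting fluorescence within 5 deviations, no agonist response on first addition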;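 note: peak minus trough fluorescence over baseline after final BAM8-22 challenge near maximal dose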
# KLF5 inhibitor: KLF5 expression inhibitors, primary screen, DLD-1 cells, luminescence. DLD-1 KLF5 promoter-luciferase reporter. inhibition, % at 5 µM. hit rate 0.23% among 290,000. AID 1700, 2009;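 active = inhibition above a per-plate limit of that plate's mean compound inhibition plus 3 SD, cut at about 60% in these data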;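 note: 0% = DMSO wells and 100% = LY294002 at 200 µM; higher means less KLF5 promoter-driven luciferase light; inactives centre near -14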
# TRPC4 block: inhibitors of mouse TRPC4 channel, primary screen, Fluo4 calcium, HEK293 TRPC4beta/mu-opioid cells; Short transient receptor potential channel 4 (Mus musculus), Q9QUQ5; DAMGO-evoked Fluo4 calcium flux; stronger effect = lower value; B-score at 10 µM; hit rate 0.39% among 300,000;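 active = B-score over 3 SD under the library average, no early fluorescence shift, positive overall ratio signal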
#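 Assay system: Stable TRPC4beta/mu-opioid receptor HEK293 cells | Reagent: DAMGO in two steps, submaximal then maximal | Compound dosing: Single concentration per test compound | Signal: Fluo4 Ca2+ flux fluorescence | Evaluation: Per-well B score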
# SKKanGAS inh: S. pyogenes SKKanGAS growth inhibitors in kanamycin, primary screen, streptokinase expression inhibitor project, SKKanGAS strain, BacTiter-Glo luminescence. 6 h. hit rate 1.3% among 300,000. AID 1662, 2009. inhibition, % at 7.5 µM;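 active = mean replicate score, as percent of positive control median, at least 50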;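 note: strain carries kanamycin resistance gene driven by streptokinase promoter and grows in 40 µg/ml kanamycin; loss of luminescence reflects streptokinase promoter inhibition or plain growth inhibition; 0% = median of DMSO wells and 100% = positive control at its reference dose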
# HIF act: HIF pathway transcriptional activators, primary screen, cell-based, U2OS HRE-luciferase, luminescence. U2OS HRE-luciferase reporter; normalized: DMSO 0%, desferrioxamine 100%. activation, % at 7.5 µM (by protocol). hit rate 0.32% among 300,000;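 active = mean activation of at least 10% of the iron chelator positive control signal, with at least half of replicates also reaching 10%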
# * = called active by the depositor; i = inactive; . = not tested or not shown.
# The opening 2 records as a preview:
SMILES,IEC-6 cytotox,aSyn 5UTR inh,TRPC4 agonist,TRPC6 activator,TRPC4 PAM,TRPC6 inh,MrgX1 antagonist,KLF5 inhibitor,TRPC4 block,SKKanGAS inh,HIF act
COc1ccc(OC)c(NC(=O)C2CCN(S(C)(=O)=O)CC2)c1,0.6,3.6,i,i,i,i,i,-28.7,i,-3.7,-0.2
CCC(C)NC(=S)Nc1ccc2nc(N3CCN(CC)CC3)cc(C)c2c1 (stereo unspecified),11.4,-94.7,i,i,i,i,i,-14.8,i,-10.7,2.8

# The list itself, repeating the preview:
SMILES,IEC-6 cytotox,aSyn 5UTR inh,TRPC4 agonist,TRPC6 activator,TRPC4 PAM,TRPC6 inh,MrgX1 antagonist,KLF5 inhibitor,TRPC4 block,SKKanGAS inh,HIF act
COc1ccc(OC)c(NC(=O)C2CCN(S(C)(=O)=O)CC2)c1,0.6,3.6,i,i,i,i,i,-28.7,i,-3.7,-0.2
CCC(C)NC(=S)Nc1ccc2nc(N3CCN(CC)CC3)cc(C)c2c1 (stereo unspecified),11.4,-94.7,i,i,i,i,i,-14.8,i,-10.7,2.8
Cc1cc(N2CCCC2=O)ccc1S(=O)(=O)NC1CCCCC1,9.5,16.9,i,i,i,i,i,2.6,i,1.4,-0.2
Cc1cccc(NC(=O)C2CC(O)CN2C(=O)Oc2ccccc2)c1 (stereo unspecified),3.3,7.9,i,i,i,i,i,3.1,i,-2.3,-0.7
COc1ccccc1CNC(=O)CCNS(=O)(=O)c1cc(Br)cnc1N,3.3,8.3,i,i,i,i,i,8.6,i,2.3,-0.6
COc1ccccc1C1CCN(C(=O)c2ccc(Cl)cc2)CC1,4.9,8.5,i,i,i,i,i,-17.7,i,1.0,-20.3
O=[N+]([O-])c1ccc(S(=O)(=O)Nc2ccc(-c3csc(-c4ccccc4)n3)cc2)cc1,1.7,-9.0,i,i,i,i,i,-1.4,i,66.5*,0.6
COc1ccc(NC(=O)CCC2CCCCC2)cc1S(=O)(=O)N1CCCCC1,5.6,2.3,i,i,i,i,i,29.2,i,5.6,-0.3
COCCNC(=O)Cc1c(C)c2cc3c(cc2oc1=O)OC(C)(C)CC3,-4.2,-26.5,i,i,i,i,i,-28.7,i,-1.2,2.0
CCOc1ccc(C(=O)CCN2CCCCC2)cc1,-1.1,-14.4,i,i,i,i,i,-4.2,i,6.1,-0.2
COc1ccc(C(=O)C[n+]2cc(Br)cc3ccccc32)cc1[N+](=O)[O-],-1.7,-10.9,i,i,i,i,i,-10.6,i,1.6,-1.1
COc1ccc(NC(=O)c2c(SC)nsc2SC)cc1,7.0,7.5,i,i,i,i,i,20.0,i,-2.4,0.1
O=C(NCCc1ccccc1)c1ccc(=O)oc1,-0.1,-10.6,i,i,i,i,i,-21.3,i,-3.3,0.6
CCOC(=O)c1nccnc1C(=O)Nc1cccc(C(F)(F)F)c1,5.4,-8.6,i,i,i,i,i,-4.3,i,-4.2,0.0
COC(=O)c1cccc(NC(=O)CN2C(=O)c3ccccc3C2=O)c1,2.2,-1.5,i,i,i,i,i,-44.5,i,1.6,1.0
O=C(N/N=C/c1ccco1)c1cc(-c2cccs2)[nH]n1,1.0,-12.1,i,i,i,i,i,-25.1,i,-0.3,0.1
CCn1c(=O)n(CC)c2cc(N3CCCC3)c(NC(=O)c3ccc(F)cc3)cc21,0.5,8.4,i,i,i,i,i,-42.7,i,-7.9,0.3
Cc1ccccc1OCCn1cc(C(=S)N2CCCC2)c2ccccc21,-6.6,4.9,i,i,i,i,i,-47.5,i,38.7,-1.4
Nc1nc(N2CCCCC2)c(C=O)c(N2CCCCC2)n1,-6.8,6.2,i,i,i,i,i,-30.5,i,-3.7,-0.7
COc1ccc(CNC(=O)c2ccccc2NS(C)(=O)=O)cc1,-0.4,5.3,i,i,i,i,i,-19.5,i,-7.9,-0.3
CC1CC(C)CN(CC(=O)Nc2ccc(S(N)(=O)=O)cc2)C1 (stereo unspecified),2.3,7.4,i,i,i,i,i,12.5,i,-4.0,-0.2
Cc1cc(C)c(OCCCCn2cnc3ccccc3c2=O)c(C)c1,2.8,10.3,i,i,i,i,i,13.8,i,-16.8,0.5
CC(C)CCNC(=O)C(c1ccc(O)cc1)N(C(=O)C1COc2ccccc2O1)c1cccc(O)c1 (stereo unspecified),-3.2,-11.9,i,i,i,i,i,4.0,i,0.7,-0.5
CCOC(=O)c1nc(NCc2ccccc2)sc1C,3.9,-34.2,i,i,i,i,i,-60.3,i,-2.7,4.8
Cc1ccc(S(=O)(=O)N(C)C)cc1NC(=O)CSc1ncn[nH]1,2.8,-1.6,i,i,i,i,i,-30.7,i,-1.6,0.1

# A section from further up:
SMILES,IEC-6 cytotox,aSyn 5UTR inh,TRPC4 agonist,TRPC6 activator,TRPC4 PAM,TRPC6 inh,MrgX1 antagonist,KLF5 inhibitor,TRPC4 block,SKKanGAS inh,HIF act
CCOC(=O)c1nccnc1C(=O)Nc1cccc(C(F)(F)F)c1,5.4,-8.6,i,i,i,i,i,-4.3,i,-4.2,0.0
COC(=O)c1cccc(NC(=O)CN2C(=O)c3ccccc3C2=O)c1,2.2,-1.5,i,i,i,i,i,-44.5,i,1.6,1.0
O=C(N/N=C/c1ccco1)c1cc(-c2cccs2)[nH]n1,1.0,-12.1,i,i,i,i,i,-25.1,i,-0.3,0.1
CCn1c(=O)n(CC)c2cc(N3CCCC3)c(NC(=O)c3ccc(F)cc3)cc21,0.5,8.4,i,i,i,i,i,-42.7,i,-7.9,0.3
Cc1ccccc1OCCn1cc(C(=S)N2CCCC2)c2ccccc21,-6.6,4.9,i,i,i,i,i,-47.5,i,38.7,-1.4

# New compounds follow.
SMILES,IEC-6 cytotox,aSyn 5UTR inh,TRPC4 agonist,TRPC6 activator,TRPC4 PAM,TRPC6 inh,MrgX1 antagonist,KLF5 inhibitor,TRPC4 block,SKKanGAS inh,HIF act
CC(C)(C)c1ccc(C(=O)NCCN2CCCC2)cc1,6.5,12.3,i,i,i,i,i,-24.9,i,-1.0,0.2
C=CCn1c(=O)c(C(=O)Nc2ccccc2O)c(O)c2ccccc21,-4.6,-37.3,i,i,i,i,i,-25.5,i,-6.7,0.5
COCCn1c(=O)c2c(nc3n2CC(C)CN3CCc2ccccc2)n(C)c1=O (stereo unspecified),2.8,67.2*,i,i,i,i,i,-14.7,i,7.2,0.3
CC(=O)N1CCN(C(=O)c2ccc3c(c2)OCCO3)CC1,-2.7,5.8,i,i,i,i,i,-11.4,i,-3.2,-0.2
O=S(=O)([N-]c1nc2ccccc2nc1-n1cc[n+](Cc2ccccc2)c1)c1ccc(Br)cc1,4.2,-37.9,i,i,i,i,i,-11.8,i,15.3,-0.1
COc1cc(OC)c(OC)cc1/C=N/Nc1nc2ccccc2[nH]1,10.3,-1.7,i,i,i,-5.25*,i,-24.8,i,-6.6,0.1
COC(=O)c1ccc(OCC(=O)c2ccccc2OC)cc1,4.2,5.9,i,i,i,i,i,-48.0,i,-14.2,1.2
CCc1ccc(C2C(=O)c3ccccc3C2=O)cc1,.,-74.3,i,i,i,i,i,.,i,5.4,16.0*
COc1cccc(CNC(=O)C2CCN(S(=O)(=O)c3ccc(C)cc3)CC2)c1,-0.5,2.5,i,i,i,i,i,-16.6,i,-1.1,-1.9
CC(C)OC(=O)Cn1nnc(-c2ccccc2)n1,-3.4,5.8,i,i,i,i,i,5.3,i,19.7,-39.7
Cc1oncc1C(=O)NC1CCCCC1,-1.6,10.3,i,i,i,i,i,9.2,i,-6.8,-0.7
Cc1ccc(/C=N/N2CCN(C3c4ccccc4-c4ccccc43)CC2)o1,0.4,-2.4,i,i,i,i,i,-0.3,i,32.1,0.7
CC(=O)c1ccc(-c2ccc(C(=O)NC3CCCCCC3)o2)cc1,6.8,-23.5,i,i,i,i,i,11.6,i,1.2,0.2
Cn1ccnc1Sc1nc2c(c(=O)n(C)c(=O)n2C)n1C,-4.5,21.1,i,i,i,i,i,-14.0,i,5.0,-0.2
O=C(O)/C=C/C(=O)N(Cc1ccccc1)Cc1ccco1,-4.0,-18.2,i,i,i,i,i,23.9,i,-0.5,0.3
CCS(=O)(=O)N1CCN(Cc2c[nH]c3ccccc23)CC1,4.3,1.3,i,i,i,i,i,-9.6,i,0.2,-0.9
CC1=NN(C(=O)c2c(Br)cnn2C)C(O)(C(F)(F)F)C1 (stereo unspecified),3.6,8.9,i,i,i,i,i,-26.7,i,2.3,0.1
Cc1ccc2c(c1)N(CCC(=O)NCCCN1CCCC1)C(=O)CO2,-5.8,11.8,i,i,i,i,i,1.4,i,2.5,-0.2
COc1cc(/C=C/C(=O)O)cc(S(=O)(=O)NCc2ccco2)c1OC,0.5,0.4,i,i,i,i,i,-5.3,i,2.1,-0.4
CCN(CC)S(=O)(=O)c1ccc(-c2nnc(SCC(=O)N3c4ccccc4CC3C)o2)cc1 (stereo unspecified),-5.7,16.0,i,i,i,i,i,-14.6,i,-1.2,-0.5
Nc1nnc(SCC(=O)Nc2ccc(N3CCOCC3)c(Cl)c2)s1,5.0,11.6,i,i,i,i,i,-36.1,i,-4.9,0.3
CCOC(=O)c1c(C)n(-c2ccc(OC)cc2)c2c(C/C(C)=N/O)c(Br)c(OC)c(O)c12,1.4,-5.4,i,i,i,i,i,-26.9,i,0.7,-0.5
Cc1cccc2cc(CN(CC3CCCO3)C(=O)NC3CCCCC3)c(=O)[nH]c12 (stereo unspecified),2.7,17.4,i,i,i,i,i,18.5,i,0.8,-0.2
CCCSc1nnc2n(C)c(=O)c3c4c(sc3n12)CCC4,6.0,24.2,i,i,i,i,i,7.4,i,30.2,-0.1
COc1cccc(-c2cc(C(=O)Nc3cccnc3)no2)c1,3.3,0.9,i,i,i,i,i,-94.6,i,-8.3,8.5
Cc1cc(C)n(-c2cccc(C(=O)O)c2)n1,3.3,42.6,i,i,i,i,i,2.3,i,-5.1,-0.2
CC(C(=O)NC1=NCCS1)(C(F)(F)F)C(F)(F)F,-1.9,20.7,i,i,i,i,i,-1.5,i,0.5,-0.1
O=C(O)Cc1ccc(C(=O)CSc2ccccc2)s1,-16.0,-1.0,i,i,i,i,i,-12.1,i,8.0,-0.4
